Screening data: PubChem BioAssay, Sanford-Burnham Center for Chemical Genomics
beta cell repl – induces beta-cell replication in MIN6 cells; hit rate 0.29% among 330,000; proliferation, % at 10 µM; AID 2380; MIN6 cells proliferation, ATPlite luminescence, 48 h; cells starved in 0.2% serum; 100% = growth in 10% serum;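 active = compounds whose signal lies at least 3.5 SD above the mean of all wells on their plate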;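 also: 0% = DMSO-treated cells in low-serum medium and 100% = 10% serum control; some compounds called inactive have numbers as strong as hits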
NLRP3 yeast inh – NALP3 inhibition in yeast | Yeast reconstituted NLRP3/ASC/caspase-1, beta-gal luminescence, 24 h | hit rate 0.39% among 330,000 | inhibition, % at 10 µM | AID 2825;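 active = inhibition of 50% or more; inactive = inhibition below 50%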;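 also: plate controls were induced DMSO wells for no effect and uninduced yeast grown without galactose for full effect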
tim23-1 inh – growth inhibitors of tim23-1 mutant yeast | S. cerevisiae tim23-1 growth, BacTiter-Glo luminescence, 24 h | inhibition, % at 20 µM | hit rate 1.3% among 330,000 | AID 463212;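 active = growth inhibition of the mutant yeast at or above 50%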;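 also: temperature-sensitive mutant grown at 25 °C; plate controls were DMSO-treated mutant yeast for no effect and medium wells lacking yeast for full effect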
APJ antagonist – blocks the human apelin receptor APJ | CHO-K1 APJ beta-arrestin complementation, luminescence | inhibition, % at 20 µM | hit rate 0.32% among 330,000 | P35414;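 active = inhibition above about 40% at 20 µM, limit read from the data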;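 also: cells challenged with 10 nM apelin-13 agonist together with compound; plate controls were apelin-13 plus DMSO wells for no effect and DMSO wells lacking apelin-13 for full effect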
Target sequence (P35414 whole entry, looked up): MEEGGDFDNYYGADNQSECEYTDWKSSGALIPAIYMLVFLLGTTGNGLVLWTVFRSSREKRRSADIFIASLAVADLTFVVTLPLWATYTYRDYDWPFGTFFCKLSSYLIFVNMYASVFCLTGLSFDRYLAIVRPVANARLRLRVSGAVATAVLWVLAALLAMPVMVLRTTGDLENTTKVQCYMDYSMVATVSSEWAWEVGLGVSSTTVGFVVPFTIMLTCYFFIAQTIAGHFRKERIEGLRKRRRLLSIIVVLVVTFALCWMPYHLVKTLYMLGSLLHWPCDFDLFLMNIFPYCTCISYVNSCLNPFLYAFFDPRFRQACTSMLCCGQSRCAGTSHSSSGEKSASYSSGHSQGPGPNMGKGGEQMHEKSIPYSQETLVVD
tim10-1 inh – inhibits growth of tim10-1 mutant yeast | S. cerevisiae tim10-1 ts strain growth, BacTiter-Glo, 24 h | inhibition, % at 20 µM | hit rate 2.2% among 330,000;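 active = inhibition of at least 40%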;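 also: mutant grown at 25 °C; 0% = DMSO wells with yeast and 100% = wells holding no yeast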
MPTP block – inhibitors of mitochondrial permeability transition pore. inhibition, % at 10 µM. isolated mouse mitochondria, Ca2+ swelling absorbance, 30 min. hit rate 1.4% among 360,000;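 active = inhibition of 50% or more, scaled per plate between neutral and stimulator controls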;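 also: 0% = DMSO wells given calcium and 100% = 1 mM EGTA wells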
TIM10 inh – TIM10 yeast growth inhibition | S. cerevisiae TIM10 strain growth, BacTiter-Glo luminescence, 24 h | inhibition, % at 10 µM | hit rate 1.4% among 330,000;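 active = inhibition of 40% or more at the single tested concentration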;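 also: wild-type TIM10 isogenic control strain grown at permissive 25 °C; 0% = DMSO yeast wells and 100% = minimal medium wells without yeast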
APJ agonist – activates the human apelin receptor APJ | P35414 | CHO-K1 APJ PathHunter beta-arrestin, luminescence; 0% DMSO wells, 100% apelin | activation, % at 20 µM | hit rate 0.11% among 330,000;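 active = activation more than six SD over the plate average, tested at 20 µM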;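 also: 0% = DMSO alone and 100% = apelin-13 at 10 nM; some results filed as inactive read as strong as hits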
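system = engineered CHO-K1 APJ arrestin reporter cells | input = 1000 cells per well | timing = overnight seeding, 90 min compound at 25 °C, 1 h detection | measured by = enzyme-fragment complementation luminescence | read-out = beta-arrestin recruitment to APJ as agonist activity, luminescent signal | control set = negative DMSO alone, positive Apelin-13 at 10 nM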
GRIN3A LBD mod – modulates the human NR3A ligand-binding domain; NR3A LBD differential scanning fluorimetry, Tm shift; 0% = protein alone, 100% = glycine-bound protein; Tm shift relative to glycine control, % at 25 µM; hit rate 2.5% among 340,000;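 active = melting temperature shift of at least 10% of the positive control shift, at one fixed dose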
The depositor's hits bear a star; x = no result given.

Start of the listing, in advance:
Fields: beta cell repl	NLRP3 yeast inh	tim23-1 inh	APJ antagonist	tim10-1 inh	MPTP block	TIM10 inh	APJ agonist	GRIN3A LBD mod
- CC(C)(CSc1nncn1N)NS(=O)(=O)c1ccc(Cl)cc1
 : -2	4	14	5	7	0.9	1	-2	3
- O=C(NCCCN1CCOCC1)C(c1ccccc1)c1ccccc1
 : 0	10	5	-17	5	0.2	3	3	-1

The whole of this part, from the first entry:
Fields: beta cell repl	NLRP3 yeast inh	tim23-1 inh	APJ antagonist	tim10-1 inh	MPTP block	TIM10 inh	APJ agonist	GRIN3A LBD mod
- CC(C)(CSc1nncn1N)NS(=O)(=O)c1ccc(Cl)cc1
 : -2	4	14	5	7	0.9	1	-2	3
- O=C(NCCCN1CCOCC1)C(c1ccccc1)c1ccccc1
 : 0	10	5	-17	5	0.2	3	3	-1
- CC(C)[C@H](NC(=O)N1CC(=O)Nc2ccccc21)C(=O)N1CCC(C(=O)O)CC1
 : -2	5	-1	10	4	-3.2	8	0	1
- Cc1nnc(SCC(=O)NCc2cccs2)n1-c1ccccc1
 : -3	24	13	-8	13	0.1	2	-6	1
- OC1CCN(Cc2cn(Cc3ccccc3)nc2-c2cc3ccccc3o2)CC1
 : 0	-6	5	-4	12	1.6	14	-2	-1
- Cc1cc(SCC(=O)NCCC2=CCCCC2)nc2ccccc12
 : -3	22	29	2	21	1.1	0	-1	10
- CCOC(=O)c1ccccc1NC(=O)CSc1ccccc1
 : -4	23	-7	13	1	5.8	-16	-1	0
- CCOC(=O)C1CCCN(C(=O)c2ccc(C(=O)c3ccccc3)cc2)C1 (stereo not given)
 : 0	6	30	1	22	0.4	11	0	-3
- CCCCCC1CC(=O)C=C(C)C1C(=O)OC (stereo not given)
 : 3	17	1	11	-5	0.9	8	0	-6
- COc1ccc(CC(=O)NCc2n[nH]c(=S)n2-c2ccc(F)cc2)cc1
 : -2	4	8	-3	10	-1.6	11	-3	1
- S=c1nc[nH]c2c1[nH]c1ccc(Cl)cc12
 : 1	12	0	-6	10	5.0	-15	-2	33*
- CCN1CCCC1CNC(=O)C(=O)Nc1cccc(OC)c1 (stereo not given)
 : 2	-9	3	5	16	2.3	-8	5	0
- O=C1CC2(CCN(C(=O)c3ccc(Br)cc3)CC2)Oc2ccccc21
 : -1	11	29	3	24	1.6	5	-2	0
- COC(=O)CCCC(=O)NC1CCCc2c1cnn2-c1ccc(F)cc1F (stereo not given)
 : 0	0	19	3	6	1.3	-5	0	-1
- CCNc1nc(N2CCCC2)nc(N2CCCC2)n1
 : -2	-10	1	13	22	1.4	-11	-3	-3
- CC(NC(=O)Cc1ccccc1)C1COc2ccccc2O1 (stereo not given)
 : -4	5	16	-8	11	-1.4	5	-3	0
- Cc1cc(C(=O)CSc2nc3ccccc3c(=O)[nH]2)c(C)n1CC1CCCO1 (stereo not given)
 : -6	-1	-10	13	27	81*	-3	-6	-1
- COc1ccc(CN(C)CC(=O)Nc2sc3c(c2C#N)CCC3)cc1OC
 : -5	-5	-5	-3	-74	3.4	-14	2	1
- Cc1ccc(C)c(SCc2nc3sc(C(=O)O)c(C)c3c(=O)[nH]2)c1
 : 0	-7	6	15	-1	1.9	15	-4	-1
- COc1ccc(N2CCN(CC(=O)Nc3cc(C)on3)CC2)cc1
 : -3	2	14	0	1	-0.2	-9	0	1
- N#Cc1c(SCC(N)=O)nc2c(c1-c1ccncc1)CCCC2
 : 0	-17	5	6	10	0.7	13	-2	1
- O=C(NNS(=O)(=O)c1ccc(F)cc1F)c1csc(-c2cccnc2)n1
 : 0	23	12	5	-14	2.3	-10	0	1
- C/C(CC(=O)Nc1cccnc1)=N\NC(=O)C(C)Oc1ccc(Cl)cc1Cl (stereo not given)
 : 0	2	16	10	6	2.4	-4	-3	-2
- CCc1cccc(C)c1NC(=O)CSc1nc2ccccc2n1CC(=O)N(C)C
 : -1	-7	10	16	-2	-0.7	-8	-6	0
- O=C(O)c1cccnc1Br
 : -1	5	7	4	8	-1.1	7	-2	0
- Clc1cc(Cl)c(Cl)c(Cl)c1Cl
 : -3	-6	-6	-23	-11	1.0	7	0	0
- Cc1nc2nc(C)c(CCC(=O)N3CCOCC3)c(C)n2n1
 : -2	-8	0	-3	-1	-1.0	-8	1	-2
- CCCN(CC(=O)Nc1cc(Cl)cc(Cl)c1)CC(=O)Nc1ccc(F)c(F)c1F
 : 0	3	37	-3	51*	57*	37	0	20*
- Cc1ccc([N+](=O)[O-])cc1NC(=O)c1ccc(C(C)(C)C)cc1
 : -2	57*	23	-9	25	13	17	1	-6
- COc1ccc(/C=C/c2nnc(NC(=O)CC(C)C)s2)cc1
 : -3	22	13	-12	23	4.6	-16	-1	3
- COc1ccc(-c2[nH]ncc2CN2CCC(N3CCSCC3)CC2)c(F)c1
 : 2	32	12	-10	34	1.2	1	-1	1
- O=C1C=C(Nc2cccc(Cl)c2)CC(c2ccco2)C1 (stereo not given)
 : -1	7	23	-8	22	-0.8	17	-2	1
- O=C(N/N=C/c1cccc(Cl)c1)c1c(O)c2c([nH]c1=O)CCCC2
 : -6	7	21	-2	-39	0.3	-21	2	0
- CCCC1(CCC)C(=O)NC(=NCCc2ccc(OC)c(OC)c2)NC1=O
 : -2	-8	-3	-9	5	-0.3	10	-4	-1
- CCc1ccc(NC(=O)c2cc(Br)ccc2Br)cc1
 : -3	-2	17	-10	2	x	9	-1	x
- Cc1ccc(S(=O)(=O)c2nc(-c3ccc(F)cc3)oc2SCC(=O)NCC2CCCO2)cc1 (stereo not given)
 : -3	0	-5	-1	4	0.8	-7	4	-2
- CC1(C)NC(=O)N(CCCOc2ccc(Br)cc2Cl)C1=O
 : -3	-1	14	-18	27	-0.4	18	-3	-2
- O=C1CSC(=Nc2ccccc2[N+](=O)[O-])N1
 : 1	5	17	8	12	1.4	-4	-3	5
- O=c1cc(-c2ccccc2)nc(SCCOc2ccccc2Cl)[nH]1
 : 0	9	-15	22	-17	1.3	2	-3	-1
- CC(=O)c1nn(-c2ccc(Cl)cc2)c(=O)[nH]c1=O
 : 0	-2	-3	-13	-6	0.1	8	-1	1
- Cc1ccc(NC(=O)c2cccc(C(F)(F)F)c2)cc1NC(=O)c1[nH]cnc1C(N)=O
 : -1	13	11	15	8	-1.8	-5	4	-4
- O=C(NCCc1csc(-c2cccnc2)n1)c1ccccc1
 : 2	12	10	-4	1	-0.7	-7	-6	0
- S=c1[nH]nc(C2CC2)n1Cc1ccco1
 : 0	5	7	5	15	-2.9	-2	-1	-5
- CC1c2ccsc2CCN1S(=O)(=O)c1ccccc1 (stereo not given)
 : 6	19	8	3	-6	2.4	1	-1	0
- Cc1cc(O)c2c(C)c(CC(=O)N3CCN(C(=O)C4COc5ccccc5O4)CC3)c(=O)oc2c1 (stereo not given)
 : -4	-2	3	2	-4	0.8	10	-5	1
- Cc1nc(SCc2nc3ccc(Br)cc3[nH]2)c2oc3ccccc3c2n1
 : -5	35	44	-6	20	44	-1	-1	-1
- S=C(Nc1ccccc1)N1CCn2c(nc3ccccc32)C1
 : 1	25	9	3	15	0.9	14	-3	-1
- CCNC(=S)NNC(=O)CSc1nc2ccccc2[nH]1
 : -2	22	-1	32	-3	0.1	-5	-4	1
- CCOc1ccccc1NC(=S)Nc1ncccc1C
 : -2	44	47	4	19	-1.0	37	-2	9
- COc1ccc(C(=O)CSC2=NS(=O)(=O)c3cc(Cl)ccc3N2)cc1
 : -4	13	20	13	17	9.0	6	9	3
- Cc1cc(C)c(C)c(S(=O)(=O)NC2CCCCC2)c1C
 : 3	53*	36	8	21	-0.8	11	-1	-2
- Cc1ccc(Nc2nc3c([nH]2)c(=O)[nH]c(=O)n3C)cc1
 : -3	8	-8	7	-5	0.3	-1	-1	-2
- CCOC(=O)c1cccc(NS(=O)(=O)Cc2ccccc2)c1
 : -3	10	12	7	6	-1.1	2	-1	0
- COc1ccc(C(=O)NC2CCN(CC(=O)N3CCCCC3)CC2)cc1
 : 4	-17	3	-4	-5	-0.2	-14	-1	2
- CC(=O)N1c2ccc(S(=O)(=O)NCCC(=O)N3CCC(C)CC3)cc2CC1C (stereo not given)
 : 2	-8	1	16	0	-1.0	-8	-5	1
- O=C(C[C@H]1C/C=C\C[C@@H](Cc2ccc(F)cc2)C(=O)OC[C@H]2CCCN2C1=O)NCCO
 : 1	14	2	-1	-14	-0.5	0	-3	-2
- COc1cccc(NC(=O)CSc2nc(C)cs2)c1
 : -3	23	13	-6	23	-2.5	5	-3	-1
- O=C(CSC1=NCCS1)Nc1ccnc2ccccc12
 : -4	9	2	-10	3	68*	-4	6	-2
- O=C(Nc1cc(C(F)(F)F)ccc1Cl)C(Sc1nnc(-c2cccs2)o1)c1ccccc1 (stereo not given)
 : -3	8	6	-1	25	11	17	-1	3
- CCC(=O)NCCCCCCNC(=O)CC
 : 4	9	-7	-7	-15	-2.0	-10	-2	-12

(more compounds)
Fields: beta cell repl	NLRP3 yeast inh	tim23-1 inh	APJ antagonist	tim10-1 inh	MPTP block	TIM10 inh	APJ agonist	GRIN3A LBD mod
- CCOC(=O)C(C)Sc1nnc(CNC(=O)c2ccc(OC)cc2)n1C1CCCCC1 (stereo not given)
 : -2	7	15	-10	23	-0.6	21	-3	0
- O=C(NCCn1ccc2ccccc21)c1ccc(S(=O)(=O)N2CCCCC2)cc1
 : -1	-10	34	-3	41*	-0.2	20	4	-4
- Cc1c(C(=O)NCc2ccc3c(c2)OCO3)cccc1[N+](=O)[O-]
 : -2	11	13	1	3	0.2	11	-1	-3
- CCCCN(CCCC)CCNC(=O)c1cn(C)c2ccc(S(=O)(=O)N3CCCC3)cc2c1=O
 : -3	3	-13	-5	-6	2.5	7	-4	-2
- Cc1ccc(C)c(CN2C(=O)COc3ccccc32)c1
 : 2	-7	19	2	-17	-0.4	0	-3	-2
- CCOC(=O)C1=CN(Cc2cccc(I)c2)S(=O)(=O)N(C)C1C (stereo not given)
 : x	x	47	x	20	-2.8	5	x	5
- O=C(NCc1ccccc1C(F)(F)F)C1CCC(=O)N(C2CC2)C1 (stereo not given)
 : -5	14	18	-4	14	0.1	10	1	3
- CC(NC(=O)CCc1nnc(CCCc2ccccc2)o1)c1ccccc1 (stereo not given)
 : -3	7	17	9	21	0.9	-14	-1	-3
- Cc1ccc(S(=O)(=O)NC(=O)NC(=O)N(C)S(=O)(=O)c2ccc(C)cc2)cc1
 : 2	-15	-4	11	17	-0.8	-7	-2	0
- Cc1ccc(CNc2ncnc3cc(Cl)ccc23)cc1
 : -7	49	39	21	20	87*	-6	0	-2
- CCCc1nc2oc3c(=O)[nH]cnc3c2c2c1COC(C)(C)C2
 : 1	3	23	-6	-5	0.6	-5	0	-3
- O=C(NC1CC1)C(=O)c1c(-c2ccccc2)[nH]c2ccccc12
 : 2	5	4	-1	-14	-1.4	0	-1	2
- Cn1nc(C(F)(F)F)c(CO)c1Sc1ccc(F)cc1
 : -1	-9	3	-15	0	0.6	17	1	-1
- CC1CCCC(C)N1C(=O)c1cccc2c1-c1ccccc1/C2=N/O (stereo not given)
 : 5.5*	14	50*	19	42*	1.8	26	-1	-1
- Cc1cc(C)cc(NC(=O)N2CCN(S(C)(=O)=O)CC2)c1
 : -3	0	14	4	8	-0.2	-11	2	1
- Cc1ccc(SCc2ccc(C(=O)Nc3ccccc3C(=O)NC(C)C)cc2)cc1
 : 0	6	9	4	1	2.6	2	2	3
- O=C1C(=O)N(c2ccccc2)c2ccccc21
 : -3	-4	31	0	6	-0.4	4	-4	0
